Screening data: PubChem, National Center for Advancing Translational Sciences (NCATS)
PKM2 activator = qHTS Assay for Activators of Human Muscle isoform 2 Pyruvate Kinase | purified PKM2, Kinase-Glo ATP luminescence, activation; response scale: 0% is enzyme alone, no compound | Potency, µM (doses to about 57.5 µM), without a hit: top-dose activation, hits mostly activators | actives 0.34% (n = 260,000); further: potency means the concentration at half of the fitted maximal effect; on the % scale 0 is the no-effect control and ±100 the full control effect; nearly all actives have a fitted effect of over 55% in size
Target sequence (P14618 whole entry, looked up, canonical isoform): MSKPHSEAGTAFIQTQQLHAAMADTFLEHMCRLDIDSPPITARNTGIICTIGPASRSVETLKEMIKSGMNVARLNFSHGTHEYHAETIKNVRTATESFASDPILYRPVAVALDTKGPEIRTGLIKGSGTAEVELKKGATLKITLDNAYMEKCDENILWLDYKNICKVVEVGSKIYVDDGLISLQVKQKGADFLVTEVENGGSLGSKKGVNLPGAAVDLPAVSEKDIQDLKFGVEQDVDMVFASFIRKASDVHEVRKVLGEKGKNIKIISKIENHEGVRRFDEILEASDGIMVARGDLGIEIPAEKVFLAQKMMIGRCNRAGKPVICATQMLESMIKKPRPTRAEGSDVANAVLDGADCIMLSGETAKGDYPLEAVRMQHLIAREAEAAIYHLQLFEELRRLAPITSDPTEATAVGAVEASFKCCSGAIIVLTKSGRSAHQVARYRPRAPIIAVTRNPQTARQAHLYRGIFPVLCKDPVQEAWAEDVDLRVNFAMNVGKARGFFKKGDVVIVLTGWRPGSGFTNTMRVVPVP
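hPK-M2, >95% pure; 0.1 mM ADP / 0.5 mM PEP final; imidazole pH7.2 buffer w/ 7 mM MgCl2, 50 mM KCl; 1 h RT; Kinase-Glo lum. Intermediate enzyme activity for dual inhibitor/activator qHTS.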
B2AR arrestin = qHTS assay of beta-arrestin-biased ligands of beta2-adrenergic receptor; AID 492947, 2010; beta-arrestin recruitment to beta2AR, cell-based reporter; Beta-2 adrenergic receptor (Homo sapiens), P07550; Potency, µM (highest dose often 46.1 µM), inactives show at the top dose activation, actives largely listed as activators; actives 0.02% (n = 330,000);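 further: potency means the concentration at half of the fitted maximal effect; 0% = DMSO controls and full agonism = EC100 isoproterenol or metaproterenol; nearly all actives have a fitted effect of over 65% in size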
CXXC DNA block = qHTS Fluorescence Polarization Assay for Inhibitors of MLL CXXC domain - DNA interaction. Histone-lysine N-methyltransferase 2A (Homo sapiens), Q03164. MLL-CXXC / FITC-HOXA9 DNA fluorescence polarization. Potency, µM (highest dose often 115 µM), for inactives: at the top dose activity change, negative = inhibition, actives largely listed as inhibitors. actives 0.037% (n = 290,000); active means well fitted inhibition curve with a large enough effect in the polarisation, with a control signal flat, not every such curve was filed as active; inconclusive means small, poorly fitted or top-dose-only effect, or effect the other way, or a change in a side signal; inactive means no such curve, though single readings can be large or run the other way; the % refers to the polarisation; further: potency means the concentration at half of the fitted maximal effect
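Purified MLL-CXXC (added from a 7 uM solution) was preincubated 5 min at ambient with pinned compounds in 50 mM Tris-HCl pH 7.5, 50 mM NaCl, 1 mM DTT, 0.05% BSA. Fluorescein-labeled HOX-A9 DNA (50 nM solution) followed, 30 min, then polarization read.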
Menin MLL FP TR = qHTS Assay for Inhibitors Targeting the Menin-MLL Interaction in MLL Related Leukemias: Competition With Texas Red Labeled MLL-derived Mutant Peptide. Potency, µM (series often up to 61.6 µM), for inactives: top-dose FP activity change, negative = inhibition, hits mostly inhibitors. O00255. actives 0.23% (n = 270,000). Menin + Texas Red MLL mutant peptide, fluorescence polarization; active means well fitted inhibition curve with a large enough effect in the polarisation, with a control signal flat, not every such curve was filed as active; inconclusive means small, poorly fitted or top-dose-only effect, or effect the other way, or a change in a side signal; inactive means no such curve, though single readings can be large or run the other way; the % refers to the polarisation; further: potency means the concentration at half of the fitted maximal effect; % of control where 0% means no effect; many of its hits are not listed in these tables
GALK inhibitor = qHTS Assay for Inhibitors of Human Galactokinase (GALK). P51570. Purified GALK, Kinase-Glo residual ATP luminescence. Potency, µM (top dose mostly 57.5 µM), for the others: at the top dose activity change, negative = inhibition, usual class: inhibitors. actives 0.007% (n = 270,000). AID 1868, 2009; further: potency means the concentration at half of the fitted maximal effect; on the % scale 0 is the no-effect control and ±100 the full control effect
Target sequence (P51570 whole entry, looked up): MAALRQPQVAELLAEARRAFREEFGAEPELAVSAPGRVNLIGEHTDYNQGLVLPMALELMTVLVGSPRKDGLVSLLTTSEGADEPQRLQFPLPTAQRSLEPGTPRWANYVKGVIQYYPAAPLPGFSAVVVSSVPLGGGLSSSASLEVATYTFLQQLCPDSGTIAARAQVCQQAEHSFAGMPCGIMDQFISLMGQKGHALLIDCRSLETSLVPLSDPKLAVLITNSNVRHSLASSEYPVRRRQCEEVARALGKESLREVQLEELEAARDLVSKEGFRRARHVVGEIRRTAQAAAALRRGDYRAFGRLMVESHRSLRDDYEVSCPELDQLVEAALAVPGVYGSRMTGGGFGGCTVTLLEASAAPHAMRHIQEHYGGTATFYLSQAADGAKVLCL
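ATP-depletion format; final 35 uM ATP, 100 uM D-galactose, 5 nM enzyme; pH 8.0 HEPES/Mg2+ buffer; 60 min RT; luminescence read 10 min after detection reagent.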
FBPA coupling cs = qHTS Assay for Inhibitors of Fructose-1,6-bisphosphate Aldolase from Giardia Lamblia: Coupling assay counterscreen; coupling enzyme system counterscreen, AmpLite Red fluorescence; actives 0.67% (n = 290,000); activity change, negative = inhibition, % at 58.2 µM, hits read low; AID 2472, 2010; in the data active means activity change below about -30%; further: on the % scale 0 is the no-effect control and ±100 the full control effect
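Counterscreen of the coupled detection system alone, without aldolase: glyceraldehyde-3-phosphate coupling enzymes plus AmpLite Red readout. Compounds at 57.5 uM final, 10 min RT preincubation, 20 min RT reaction, fluorescence 525/598 nm.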
Giardia kill = Small Molecules that selectively kill Giardia lamblia: qHTS. actives 0.15% (n = 340,000). Giardia lamblia trophozoite viability. AID 540267, 2011. activity change, % at 7.66 µM, hits read low; in the data active means activity change below about -80%; inconclusive means between about -30% and that limit;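 further: parasites exposed to compound for two days anaerobically before the ATP read; on the % scale 0 is the no-effect control and ±100 the full control effect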
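Luminescent ATP signal served as the viability read-out, measured 15-30 min after adding ATP detection reagent to trophozoites that had been incubated with compounds for 48 hrs at 37 deg C anaerobically at 100 cells/well.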
KCNH2 WT inh = qHTS for Inhibitors of KCHN2 3.1: Wildtype qHTS | Voltage-gated inwardly rectifying potassium channel KCNH2 (Homo sapiens), Q12809 | U2OS, BacMam KCNH2, thallium flux FluxOr; stronger effect = lower value | activity change, % at 1.84 µM | actives 0.37% (n = 340,000) | AID 720551, 2013;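 active means maximum activity change below -70%; inconclusive means maximum activity change between -70% and -50%; inactive means maximum activity change above -50%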; further: on the % scale 0 is the no-effect control and ±100 the full control effect
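U2OS cells were transduced with wild-type KCNH2 virus (2.03 x 10^8 / mL) for 4 h at room temperature, then cultured overnight at 37 C. Thallium flux was read with FluxOr dye. Rate constants were normalized to DMSO controls.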
KCNH2 3.1 block = qHTS for Inhibitors of KCHN2 3.1: Mutant qHTS | Potassium voltage-gated channel subfamily H member 2, brain isoform KCNH2 3.1 (human) | U2OS KCNH2 3.1, thallium flux FluxOr; stronger effect = lower value | activity change, % (tested at about 1.8 µM) | actives 0.95% (n = 340,000) | AID 720553, 2013;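 active means maximum activity change below -70%; inconclusive means maximum activity change from -70% to -50%; inactive means maximum activity change above -50%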;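 further: thallium influx rate constant from kinetic fluorescence after stimulation buffer; on the % scale 0 is the no-effect control and ±100 the full control effect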
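We transduce U2OS cells with the mutant 3.1 virus, culture them overnight, load FluxOr with Red40 quencher for 45 min, then add stimulation buffer and read kinetically for 2 min to derive a normalized rate constant.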
USP2a block = qHTS Assay for Inhibitors of Ubiquitin-specific Protease USP2a Using CHOP2 as the Reporter; actives 0.01% (n = 330,000); USP2 core, Ub-CHOP2 coupled fluorogenic reporter, 485/531; Potency, µM (highest dose often 38.3 µM), for inactives: at the highest dose activity change, negative = inhibition, most hits filed as inhibitors;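 further: potency means the concentration at half of the fitted maximal effect; plate controls were DMSO wells for no effect and full inhibition by NEM control for full effect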
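Cell-free coupled assay: 10nM USP2 core preincubated 30min RT with compound in Tris-HCl pH 8.0/CaCl2/CHAPS buffer, then 25nM Ub-CHOP2 and 25nM reporter substrate; fluorescence (Ex 485/Em 531) read after 60min RT, normalized to NEM inhibition, concentration-response curves fitted.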
TRPV1 agonist = HTS Assay for Compounds that Act as Agonists of the Vanilloid Receptor 1; AID 540275, 2011; activation, % at 8.33 µM; Transient receptor potential cation channel subfamily V member 1 (Homo sapiens), Q8NER1; TRPV1-expressing cells, Fluo-8 calcium influx, agonist mode; actives 0.19% (n = 320,000); in the data active means activation above about 80%; inconclusive means between about 30% and that limit; further: 0% is about no effect
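Cells expressing TRPV1 were dye-loaded with Fluo-8 and read kinetically: 10 s baseline, 3 min after compound (agonist portion), then 2 min after EC20 capsaicin (allosteric enhancer portion). Calcium-bound dye fluorescence at 480/520 nm.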
* marks the source's active call; other numbers are inactive results; ? = inconclusive; / = no result given; [ ] = dose if it differs, or a comment. Unless noted, the call rests on the fitted dose curve; in most records, active means well fitted curve in the direction sought with a large enough effect; inconclusive means small, poorly fitted or top-dose-only effect, or another doubt; inactive means no such curve, though single readings can be large; an effect the other way counts as inactive or inconclusive. These rows are one share of the data, so the mix of outcomes need not match the whole.

SMILES | PKM2 activator | B2AR arrestin | CXXC DNA block | Menin MLL FP TR | GALK inhibitor | FBPA coupling cs | Giardia kill | KCNH2 WT inh | KCNH2 3.1 block | USP2a block | TRPV1 agonist
COc1ccc(Cc2c(O)nc(SCC(=O)N3CCCCCC3)[nH]c2=O)cc1 | 7% | -0.2% | 1% | 3% | -1% | 6 | 8 | -4 | 12 | 1% | -3
CCOC(=O)C1CCN(C(=O)COC(=O)CNC(=O)c2sc3ccccc3c2Cl)CC1 | / | 0.3% | / | / | / | / | -8 | 0 | 6 | -1% | 1
O=C(NC(Cc1c[nH]c2ccccc12)C(=O)OCC(=O)c1cccc2ccccc12)c1cccs1 (stereo not given) | 4% | -0.3% | 36%[activator] | ? | 1% | 0 | 11 | 2 | -5 | 1% | 0
O=C(CSc1nnc2c(n1)[nH]c1ccccc12)NCc1ccccc1F | -18% | -0.2% | 14% | ? | 0% | -1 | -2 | -12 | 11 | 0% | -2
CCc1nc(CNC(=O)C2CCC(=O)N(Cc3ccccc3F)C2)no1 (stereo not given) | 3% | -0.4% | -2% | 4% | / | 1 | -13 | -9 | -4 | 0% | -3
Cn1c(=O)[nH]c(=O)c2c1nc(Br)n2C/C=N/NC(N)=S | 12% | -0.3% | 0% | / | 5% | -1 | / | / | / | 2% | 0
Cc1nnc(NC(=O)CSc2nnc(Cc3cccn3C)n2CCc2ccccc2)s1 | 5% | -0.7% | -5% | -11% | 2% | 2 | 5 | 8 | 5 | 4% | -1
CCCOc1ccccc1NC(=O)c1ccc([N+](=O)[O-])cc1 | -3% | -0.1% | 5% | 8% | 6% | 0 | -20 | 3 | -14 | 5% | 4
O=C(N/N=C/c1ccc(O)cc1)c1csc2c1CCCC2 | -12% | 0.1% | 2% | 11% | -4% | -3 | -4 | -4 | -9 | 3% | 0
O=C(CCc1nc2ccccc2[nH]1)Nc1ccc2c(c1)OCO2 | -16% | -0.1% | -3% | 25% | -1% | -7 | 2 | 2 | -198* | -1% | -6
O=C(COC(=O)c1ccccc1Br)Nc1ccc2[nH]c(=O)[nH]c2c1 | / | -0.3% | / | / | / | / | -3 | 3 | 3 | -1% | 9
Cc1cc([N+](=O)[O-])cc2c1NC(=O)C2(O)N1CCCCCC1 (stereo not given) | -1% | -0.1% | -2% | -6% | -1% | 1 | 0 | -10 | -2 | 2% | 0

Single records, from the list above. Values in the order: PKM2 activator, B2AR arrestin, CXXC DNA block, Menin MLL FP TR, GALK inhibitor, FBPA coupling cs, Giardia kill, KCNH2 WT inh, KCNH2 3.1 block, USP2a block, TRPV1 agonist
Record of CCCOc1ccccc1NC(=O)c1ccc([N+](=O)[O-])cc1 → -3%, -0.1%, 5%, 8%, 6%, 0, -20, 3, -14, 5%, 4
Record of Cn1c(=O)[nH]c(=O)c2c1nc(Br)n2C/C=N/NC(N)=S → 12%, -0.3%, 0%, /, 5%, -1, /, /, /, 2%, 0

Back to the main list, starting two compounds before the break.
SMILES | PKM2 activator | B2AR arrestin | CXXC DNA block | Menin MLL FP TR | GALK inhibitor | FBPA coupling cs | Giardia kill | KCNH2 WT inh | KCNH2 3.1 block | USP2a block | TRPV1 agonist
O=C(COC(=O)c1ccccc1Br)Nc1ccc2[nH]c(=O)[nH]c2c1 | / | -0.3% | / | / | / | / | -3 | 3 | 3 | -1% | 9
Cc1cc([N+](=O)[O-])cc2c1NC(=O)C2(O)N1CCCCCC1 (stereo not given) | -1% | -0.1% | -2% | -6% | -1% | 1 | 0 | -10 | -2 | 2% | 0
CCOC(=O)C1CCN(C(=O)CNS(=O)(=O)c2ccc(Br)s2)CC1 | 1% | -0.2% | 12% | 8% | 3% | 1 | -2 | 32 | -9 | 1% | 1
CCCCN(CC)S(=O)(=O)c1ccc(C(=O)N(CCCN(C)C)c2nc3cc(C)cc(C)c3s2)cc1 | -13% | 0.0% | -3% | ? | -4% | -2 | 4 | -11 | -1 | 1% | 9
Cc1noc(C)c1COc1ccc(C(=O)Nc2nnc(CC(C)C)s2)cc1 | / | 2.9% | / | / | / | / | 27 | 35 | -10 | -4% | 7
COc1ccc(OC)c(C(=O)NC(CC(N)=O)c2ccc(NCc3ccc(F)c(F)c3)c([N+](=O)[O-])c2)c1 (stereo not given) | 0% | -0.9% | 10% | 16% | / | 0 | 0 | 23 | 6 | -1% | -3
CCN(C(=O)COC(=O)CNC(=O)c1ccc2ccccc2c1)C1CCS(=O)(=O)C1 (stereo not given) | 7% | -0.2% | 13% | -1% | 2% | 0 | 1 | -7 | -2 | 10% | -1
C=CCn1c(N)c(C(=O)Nc2ccc(C)c(C)c2)c2nc3ccccc3nc21 | -6% | -1.0% | 1% | ? | 2% | 5 | -1 | -7 | -2 | 2% | ?
CC1CCc2c(C(=O)Oc3cccc(-n4cnnn4)c3)csc2C1 (stereo not given) | -1% | -0.7% | 26% | 11% | 2% | 0 | 3 | 4 | -23 | -1% | 10
O=C(Nc1ccc(-n2nncc2-c2ccco2)cc1)c1cccc(F)c1 | 0% | 0.0% | -7% | 33%[activator] | 0% | -2 | -3 | -6 | -3 | 3% | 7
COc1ccc(Cl)cc1NC(=O)CN(c1ccccc1)S(=O)(=O)N(C)C | 1% | / | -4% | ? | 6% | 1 | -8 | -1 | 8 | / | 17
Cc1csc(SCC(=O)N2CCN(S(=O)(=O)c3ccc(Cl)cc3)CC2)n1 | ? | -1.5% | 13% | 8% | -1% | 3 | -5 | 14 | -11 | 1% | -1
O=C(O)Cn1nnc(-c2ccc(OCc3ccccc3Cl)cc2)n1 | / | -0.1% | 1% | 42%[activator] | -1% | 16 | 4 | -8 | 14 | 6% | 0
CCNC(=S)NNC(=O)c1csc2c1CCC(C)C2 (stereo not given) | -11% | -0.3% | -12% | -4% | 5% | 3 | -7 | -7 | -7 | 0% | 11
COC(=O)CN1C(c2ccccc2O)Nc2ccc(Br)cc2C1c1ccccc1 (stereo not given) | -5% | -0.6% | ? | ? | 2% | -2 | -9 | 2 | 14 | 0% | ?
C=CCN(c1ccccc1)S(=O)(=O)c1cccc(C(=O)NCC(c2ccc(F)cc2)N2CCOCC2)c1 (stereo not given) | / | -0.5% | / | / | / | / | 20 | -15 | -1 | -1% | -2
CN(CCC#N)C(=O)CSc1nnc(-c2ccco2)n1N | 0% | 0.2% | 7% | 1% | -1% | 0 | 0 | 16 | -1 | 3% | 1
COc1ccc(C(=O)c2c3ccc([N+](=O)[O-])cc3[n+]([O-])n2CCCC(N)=O)cc1 | / | -0.1% | / | / | / | / | ? | -2 | 0 | 2% | 5
Nc1nc(-c2c(Cl)cccc2Cl)no1 | 3% | -0.4% | -1% | / | 1% | -5 | 12 | 1 | -5 | 0% | -1
COC(=O)c1ccc(OCC(O)Cn2nnc3ccccc32)cc1 (stereo not given) | 0% | 0.4% | 2% | 2% | 13% | 3 | -8 | 2 | -14 | -1% | -1
CC(=O)c1cccc(NC(=O)Cn2cc3c(n2)CCCC3)c1 | 0% | -0.3% | -14% | -1% | 2% | 2 | 31[activator] | 8 | -3 | 1% | 0
C[C@H](CO)N1C[C@H](C)[C@@H](CN(C)Cc2ccc(Cl)c(Cl)c2)Oc2c(NC(=O)Cc3ccccc3)cccc2C1=O | / | 0.0% | / | / | / | / | -1 | -15 | -78* | -15% | /
Cc1nc(N2CCCCC2)c2c(C)c(C(=O)Nc3ccc4c(c3)OCCO4)sc2n1 | 0%[0.46 µM] | -0.7% | -6% | 42%[activator] | 7% | -1 | -10 | -10 | -18 | -8% | -1
